# Compound activity as filed in PubChem.
# TMEM16A act – TMEM16A chloride channel activators or potentiators, primary screen, cell-based, HTS; Anoctamin-1 (Mus musculus), Q8BHY3; B-score at 10 µM; HEK293 TMEM16A/YFP-H148Q/I152L, iodide quench fluorescence; active compounds read low; 340,000 tested, 0.3% active;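 active = fluorescence-ratio B-score plate-corrected deviation score at least 3 library SD below zero, with starting fluorescence score within 5 deviations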;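 also: channel opened by trigger with iodide after compound preincubation; score built on the fluorescence ratio of max minus min over baseline; more negative score means more quench and so TMEM16A activation or potentiation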
# KCNK9 inh – KCNK9 potassium channel inhibitors, primary screen, HEK293 cells, thallium flux | B-score at 10 µM | 310,000 tested, 1.2% active | FluxOR thallium flux fluorescence; active compounds read low | Potassium channel subfamily K member 9 (Homo sapiens), Q9NPC2;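 active = ratio B-score over 3 SD below the library mean, with starting fluorescence within 5 SD of its mean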;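 also: negative B-score means less thallium flux so channel inhibition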
# TRPC4 PAM – positive allosteric modulators of TRPC4, primary screen, cell-based, mouse TRPC4beta, HEK293 mu-opioid, Fluo-4 calcium; Short transient receptor potential channel 4 (Mus musculus), Q9QUQ5; DAMGO EC20, Fluo-4 Ca2+ flux; active compounds read high; B-score at 10 µM; 310,000 tested, 0.42% active; AID 2227, 2009;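 active = B-score of calcium response area above 5 SD of library B-scores, with initial fluorescence ratio within 5 SD of library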;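 also: B-score of integrated fluorescence ratio over time as area under calcium response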
# Target sequence (Q9QUQ5 whole entry, looked up): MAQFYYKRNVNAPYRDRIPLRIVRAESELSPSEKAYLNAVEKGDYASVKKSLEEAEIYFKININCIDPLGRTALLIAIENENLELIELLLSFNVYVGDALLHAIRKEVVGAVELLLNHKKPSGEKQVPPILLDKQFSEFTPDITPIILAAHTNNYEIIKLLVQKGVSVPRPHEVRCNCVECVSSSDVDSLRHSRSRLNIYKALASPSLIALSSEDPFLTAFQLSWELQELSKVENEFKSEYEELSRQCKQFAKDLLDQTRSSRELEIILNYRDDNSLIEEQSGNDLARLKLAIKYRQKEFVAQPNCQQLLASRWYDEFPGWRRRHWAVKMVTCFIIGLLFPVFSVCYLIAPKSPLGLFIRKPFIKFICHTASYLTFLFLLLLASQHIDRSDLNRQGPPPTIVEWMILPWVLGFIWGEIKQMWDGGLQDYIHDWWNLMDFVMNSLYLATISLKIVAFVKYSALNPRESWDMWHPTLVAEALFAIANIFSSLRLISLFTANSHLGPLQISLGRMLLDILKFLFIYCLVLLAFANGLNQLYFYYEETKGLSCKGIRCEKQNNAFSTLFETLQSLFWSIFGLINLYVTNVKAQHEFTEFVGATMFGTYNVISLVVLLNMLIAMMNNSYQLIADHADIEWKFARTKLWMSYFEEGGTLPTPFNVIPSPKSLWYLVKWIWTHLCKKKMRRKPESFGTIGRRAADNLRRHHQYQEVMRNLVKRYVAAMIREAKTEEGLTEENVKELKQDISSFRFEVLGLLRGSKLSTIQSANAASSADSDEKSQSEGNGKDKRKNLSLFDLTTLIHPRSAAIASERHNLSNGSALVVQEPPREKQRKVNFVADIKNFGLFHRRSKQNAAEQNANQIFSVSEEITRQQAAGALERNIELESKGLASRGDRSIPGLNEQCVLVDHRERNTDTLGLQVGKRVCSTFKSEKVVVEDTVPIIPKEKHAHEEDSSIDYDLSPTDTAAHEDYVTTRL
# hERG protect – hERG rescue from dofetilide block, primary screen, cell-based, CHO-hERG, FluxOR thallium flux, dofetilide IC70; Voltage-gated inwardly rectifying potassium channel KCNH2 (Homo sapiens), Q12809; dofetilide IC70 present; activation (rescue from dofetilide block), less the hit threshold, % at 10 µM; 310,000 tested, 0.51% active;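 active = activation above the mean of controls blocked by dofetilide plus 5 SD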;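 also: thallium influx through hERG after potassium depolarization seen as dye fluorescence rise; in these data hits start at about 4.7%; inactives centre near -7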
# KCNQ1 pot – potentiators or activators of KCNQ1 channel, primary screen, cell-based, thallium flux, high-throughput; Potassium voltage-gated channel subfamily KQT member 1 (Homo sapiens), P51787; B-score at 10 µM; 310,000 tested, 0.35% active; CHO-K1 KCNQ1, thallium flux FluxOR fluorescence; active compounds read high;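 active = fluorescence ratio B-score, a plate-corrected score, at least three library SD, with initial intensity B-score within 5 SD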
#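 Assay system: CHO-K1 cells stably expressing KCNQ1. Medium: assay buffer for compound exposure, DMSO matched across wells. Timing: 37 °C overnight plating, 90-min dark dye load, 20-min compound pretreatment. Signal: kinetic FluxOR fluorescence, 10 s baseline plus 110 s post-stimulus.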
# TRPC4 agonist – activators of mouse TRPC4 channel, primary screen, Fluo4 calcium, HEK293 TRPC4beta/mu-opioid cells | Fluo4 calcium fluorescence; active compounds read high | 310,000 tested, 0.49% active | Short transient receptor potential channel 4 (Mus musculus), Q9QUQ5 | B-score at 10 µM;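 active = B-score above 5 SD of library B-scores, and initial fluorescence ratio not above library mean plus 5 SD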;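 also: positive B-score marks a calcium rise read as TRPC4 activation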
#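 system = HEK293 cells stably co-expressing mouse TRPC4beta and mu-opioid receptor | schedule = Fluo4 dye loading 45 min at room temperature, 110 s recording | measure = B-scored integrated calcium fluorescence ratio | signal = Fluo4 calcium-sensitive dye fluorescence, kinetic, 1 Hz baseline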
# KCNQ1 inh – inhibitors of human KCNQ1 channel, primary screen, cell-based, thallium flux, high-throughput; Potassium voltage-gated channel subfamily KQT member 1 (Homo sapiens), P51787; CHO-K1 KCNQ1, FluxOR thallium flux fluorescence; active compounds read high; B-score at 10 µM; 310,000 tested, 1.3% active;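 active = compounds whose thallium flux B-score, printed positive for inhibition, exceeds three library SD while starting fluorescence stays within three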;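 also: channel opened by potassium depolarization with thallium stimulus after 20 min compound exposure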
# TMEM16A inh – TMEM16A chloride channel inhibitors, primary screen, cell-based, HTS; Anoctamin-1 (Mus musculus), Q8BHY3; HEK293 TMEM16A/YFP iodide influx fluorescence, ionomycin; normalized B-score (activity score, 25-100; higher = stronger inhibition) at 10 µM; 310,000 tested, 1.2% active; AID 588511, 2011;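 active = ratio plate-corrected score three or more library SD toward inhibition, starting fluorescence score within five deviations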;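 also: score derived from kinetic fluorescence span divided by baseline fluorescence per well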
# DYRK1A inh – rat Dyrk1A kinase inhibitors, primary screen, biochemical, single point, plate reader. ADP-Glo luminescence, NFATc1 peptide. Dual specificity tyrosine-phosphorylation-regulated kinase 1A (Rattus norvegicus), Q63470. 310,000 tested, 0.43% active. inhibition, % at 12.5 µM; in the data active = inhibition above about 50%;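 also: plate controls were vehicle with enzyme for no effect and no enzyme for full effect; many of its hits are not listed in these tables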
# KCNK3 inh – human KCNK3 channel inhibitors, primary screen, CHO cells, FluxOR thallium flux, B-score; B-score at 10 µM; FluxOR fluorescence; active compounds read low; 340,000 tested, 0.84% active;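 active = B-score under library mean minus 4 SD, starting fluorescence ratio at most library mean plus 5 SD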;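 also: more negative B-score means stronger inhibition of thallium flux through KCNK3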
# HDAC3 inhib – HDAC3 deacetylase inhibitors, primary screen, biochemical, fluorescence, cell-free homogeneous; 320,000 tested, 0.15% active; AID 2718, 2010; Histone deacetylase 3 (Homo sapiens), O15379; inhibition, % at 8.3 µM; recombinant HDAC3, fluorogenic peptide/trypsin coupled; in the data active = inhibition above about 26%, passing the limit was not always enough; inconclusive = no clear call, values can overlap the other calls
# * = called active by the depositor; i = inactive; ? = inconclusive; . = not tested or not shown; & = joins results of further samples. A portion of the library; rates above refer to the full screens.
SMILES,TMEM16A act,KCNK9 inh,TRPC4 PAM,hERG protect,KCNQ1 pot,TRPC4 agonist,KCNQ1 inh,TMEM16A inh,DYRK1A inh,KCNK3 inh,HDAC3 inhib
Cn1c(=O)c2[nH]c(=O)cnc2n(C)c1=S,i,i,i,-8,i,i,i,i,3,i,-4
Cc1ccc(C(=O)N/C(=C\c2cccs2)C(=O)NCCCn2ccnc2)cc1C,i,i,i,-8,i,i,i,i,-2,i,-3
Cc1ccc(S(=O)(=O)N2CCN(C(=O)N3CCOCC3)C2c2ccc(N(C)C)cc2)cc1 (stereo not given),i,i,i,-10,i,i,i,i,-1,i,1
Cc1c(C)[n+](=O)c2c(n1[O-])CCC2,i,i,i,-5,i,i,i,i,-1,i,5
COc1ccccc1NC(=S)N(CCc1nc2cc(C)c(C)cc2[nH]1)Cc1cccnc1,i,i,i,-11,i,i,i,i,6,i,3
Cc1cc(NC(=O)c2ccccc2F)n(-c2nc3ccccc3[nH]2)n1,i,i,i,-3,i,i,i,i,-7,i,3
CC(=O)Nc1nc2c(F)cccc2s1,i,i,i,3,18*,i,i,i,3,i,7
O=C(CN1C(=O)c2ccccc2S1(=O)=O)c1ccc(O)c(O)c1,i,i,i,-5,i,i,i,i,.,i,5
COc1ccc(-c2csc(NC(=O)c3cc(-c4cccs4)nc4ccccc34)n2)c(OC)c1,i,i,i,-10,i,i,i,i,-6,i,-7
CCOc1cc(C(=O)N/N=C\c2cn(CC)nc2C)cc(OCC)c1OCC,i,i,i,-10,i,i,i,i,11,i,4
COc1cc(S(=O)(=O)Nc2cccc(C)c2)ccc1N=Cc1c(C)[nH]n(-c2ccccc2)c1=O,.,i,i,-7,i,i,i,i,.,.,13
CCC(C)c1ccccc1N1CC(C(=O)N(C)CC(=O)Nc2cccc(F)c2)CC1=O (stereo not given),i,i,i,-8,i,i,i,i,-3,i,1
CCOc1ccc(S(=O)(=O)N2CCCC(C(=O)Nc3cc(C)cc(C)c3)C2)cc1 (stereo not given),i,i,i,-5,i,i,i,i,-1,i,0
COc1ccc(NC(=O)CN(C)C(=O)C23CC4CC(CC(C4)C2)C3)cc1,i,i,i,-13,i,i,i,i,4,i,-2
COc1cccc(C(=O)N(Cc2cc3cc(C)ccc3[nH]c2=O)CC2CCCO2)c1 (stereo not given),i,i,i,-10,i,i,i,i,5,i,1
Cn1cnnc1SCCOc1ccc(Cl)cc1,i,i,i,-6,i,i,i,i,0,i,1
NNC(=O)c1ccc(-c2cccc([N+](=O)[O-])c2)o1,i,i,i,-4,i,i,i,i,.,i,4
COCC(C)n1c(-c2ccc3c(c2)NC(=O)CO3)csc1=Nc1ccc(OC(F)F)cc1 (stereo not given),i,i,i,-4,i,i,i,i,-3&0,i,-4
CC1=NOC(=O)/C1=C\c1ccc2c(c1)OCO2,i,i,i,-6,i,i,i,i,-3,i,11
CCCNC(=O)c1ccc(CN2CCOCC2)cc1,i,i,i,-7,i,i,i,i,-5,i,-5
NC(=NC(=O)c1ccccc1)N1N=CCC1c1ccccc1 (stereo not given),i,i,i,-6,i,i,i,i,-4,i,-3
NC(=O)c1cc2ccccc2o/c1=N\NC(=O)c1ccc(F)cc1,i,i,i,-11,i,i,i,i,16,i,1
Cc1noc(C)c1C(=O)Nc1ccc2ccccc2c1,i,i,i,-5,i,i,i,i,3,i,-7
Cc1ccc(NC(=O)N2CCCC2C(=O)NCCC2=CCCCC2)cc1 (stereo not given),.,i,i,-13,i,i,i,i,0,i,-7
Cc1ccc2c(c1)NC(=O)CC(c1ccccc1)=N2,i,i,i,-12,i,i,i,i,4,i,-13
COc1ccc(Cn2c(C)nnc2-c2cnn(C)c2N)cc1OC,i,i,i,-8,i,i,i,i,6,i,-10
Cc1ccc(C(=O)OCC(=O)NC2CCCCC2)o1,i,i,i,-6,i,i,i,i,-1,i,2
COc1ccccc1N1CCN(C/C(O)=C(\C#N)c2nc(-c3ccccc3)cs2)CC1,i,i,i,-1,i,i,i,i,-1,i,2
Cc1cccc(C)c1NC(=O)CNC(=O)c1cn(-c2ccccc2)nc1-c1ccccc1,i,i,i,-16,i,i,i,i,0,i,-5
COc1cc(NS(=O)(=O)c2ccc(NC(=S)NC(=O)C(C)(C)C)cc2)nc(OC)n1,i,i,i,-11,i,i,i,i,-1,i,2
CCOC(=O)C1=C(O)CCn2c1nc1ccccc12,i,i,i,-5,i,i,i,i,16,i,0
O=[N+]([O-])c1ccc(Nc2ccccc2)c2nonc12,i,i,i,-3,i,i,i,i,-4,i,3
O=C(N/N=C/c1cc2c(cc1Cl)OCO2)c1ccccn1,i,i,i,-7,i,i,i,i,-1,i,?
COC(=O)c1ccc(/C=N/N2CCN(Cc3ccccc3)CC2)cc1,i,i,i,-3,i,i,i,i,1,i,0
CCOC(=O)C1CCN(C(=O)CCNC(=O)c2cc(OC)c(OC)c(OC)c2)CC1,i,i,i,-6,i,i,i,i,-3,i,1
CNC(=O)Nc1cc(NC(=O)NC)cc(C(F)(F)F)c1,i,i,i,-7,i,i,i,i,7,i,-10

# Exported with values under each structure: 2 of the compounds above.
# Value order – TMEM16A act, KCNK9 inh, TRPC4 PAM, hERG protect, KCNQ1 pot, TRPC4 agonist, KCNQ1 inh, TMEM16A inh, DYRK1A inh, KCNK3 inh, HDAC3 inhib
- CCOC(=O)C1=C(O)CCn2c1nc1ccccc12
    i, i, i, -5, i, i, i, i, 16, i, 0
- COc1cc(NS(=O)(=O)c2ccc(NC(=S)NC(=O)C(C)(C)C)cc2)nc(OC)n1
    i, i, i, -11, i, i, i, i, -1, i, 2

# Remaining list, next part.
SMILES,TMEM16A act,KCNK9 inh,TRPC4 PAM,hERG protect,KCNQ1 pot,TRPC4 agonist,KCNQ1 inh,TMEM16A inh,DYRK1A inh,KCNK3 inh,HDAC3 inhib
COc1ccccc1/C=C(/C(=O)OCC(=O)N(C)Cc1ccccc1)c1ccccc1,i,i,i,-8,i,i,i,i,-1,i,10
CCS(=O)(=O)N1CCC(C(=O)Oc2ccccc2OC)CC1,i,i,i,0,i,i,i,i,.,i,-2
Cc1cc(C(=O)CSc2nnnn2C)c(C)n1CCc1ccc(F)cc1,i,i,i,-8,i,i,i,i,3,i,-1
CC(C)(C)NC(=O)CSc1nnc(NC(=O)c2ccccc2Cl)s1,i,i,i,-3,i,i,i,i,0,i,?
COc1ccc(NC(=O)[C@@H]2CC=C[C@@H]3CCN(C4CCCCC4)C(=O)[C@@H]32)cc1,i,i,i,-4,i,i,i,i,7,i,3
O=C(NCc1ccc(OC(F)(F)F)cc1)C1CC(c2c(Cl)cccc2Cl)=NO1 (stereo not given),i,i,i,-3,i,i,i,i,-2,i,15
NC(=O)Cn1c(=O)n(C2CCCCC2)c(=O)c2c3c(sc21)CCCCC3,i,i,i,-3,i,i,i,i,-1,i,15
CCOc1ccc(C2C(C#N)=C(N)Oc3n[nH]c(C)c32)cc1OC(=O)C1CC1 (stereo not given),i,i,i,-16,i,i,i,i,10,i,-5
COC(=O)c1ccccc1NC(=O)CCS(=O)(=O)c1cc2c(cc1C)NC(=O)CO2,i,i,i,-10,i,i,i,i,0,i,-1
O=C(O)c1ccccc1-c1ccccc1C(=O)Nc1ccc(F)cc1,i,i,i,-11,i,i,i,i,2,i,-2
O=C(/C=C/Nc1cccc(C(F)(F)F)c1)c1ccco1,i,i,i,-1,i,i,i,i,-2,i,-1
CC(NCCOc1ccccc1F)C(=O)Nc1ccc(S(N)(=O)=O)cc1 (stereo not given),i,i,i,-6,i,i,i,i,4,i,-6
Cc1c(-n2c(SCC(=O)O)nnc2-c2ccccc2Cl)c(=O)n(-c2ccccc2)n1C,i,i,i,-8,i,i,i,i,1,i,-7
Cc1cc(OCc2ccc(C(=O)Nc3ccc(C(=O)O)cc3)o2)ccc1Cl,i,i,i,0,i,i,i,i,-3,i,7
CC(=O)C1=C(C)Nc2ncnn2C1c1ccc(F)cc1 (stereo not given),i,i,i,-6,i,i,i,i,-2,i,1
CCCn1nc(NC(=O)c2ccco2)c2cc3cc(C)ccc3nc21,i,i,i,-6,i,i,i,i,4,i,-5
CCNC(=O)NC(=O)CSc1nc2ccccc2n1CCOC,i,i,i,-11,i,i,i,i,5,i,4
O=C(Nn1cnc2ccccc2c1=O)c1cccc(Cl)c1,i,i,i,-9,i,i,i,i,-4,i,11
CCOCCCNC(=O)c1ccc(Cn2c(=S)[nH]c3c([nH]c4ccc(OC)cc43)c2=O)cc1,i,i,i,-20,i,i,i,i,5,i,0
Cc1ccc(NC(=O)CCN2C(=O)c3ccccc3S2(=O)=O)cc1C,i,i,i,-12,i,i,i,i,2,i,-13
CN(C)/C=C/C(=O)c1ccc(F)cc1F,i,i,i,0,i,i,i,i,-6,i,6
COc1cc(C(=O)c2nccc3cc(OC)c(OC)cc23)c([N+](=O)[O-])cc1OC,i,i,i,5.9*,i,i,i,i,5,i,11
Cc1ccc(C)c(-n2c3nc(=O)[nH]c(=O)c-3cc3cc([N+](=O)[O-])ccc32)c1,i,.,.,.,.,.,.,i,8,i,10
CSc1nc(-c2ccccc2)nn1C(=O)c1ccco1,.,i,i,-4,i,i,i,i,2,i,5
CC(CCN1C(Nc2ccccc2)=NC[C@@H]1Cc1ccccc1)c1ccccc1 (stereo not given in full),i,i,i,-12,i,i,i,i,-5,i,-2
COc1ccc(NC(=O)CN2CCN(c3ccccc3Cl)CC2)cc1,i,i,i,-12,i,i,i,i,-16,i,12
Cc1ccc(C(=O)NCCN2CCOCC2)cc1C,i,i,i,3,i,i,i,i,9,i,0
CCN(Cc1ccncc1)C(=O)c1cc(COc2ccc(F)cc2Cl)on1,i,i,i,-4,i,i,i,i,-1,i,-4
